Bioassay records from PubChem BioAssay.
KCNQ1 pot – human KCNQ1 channel potentiation or activation. B-score at 10 µM. AID 2648. P51787. CHO-K1 KCNQ1, thallium flux FluxOR fluorescence; active compounds read high. hit rate 0.35% among 310,000;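 active means fluorescence ratio B-score, a plate-corrected score, at least three library SD, with initial intensity B-score within 5 SD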
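Assay system: stable KCNQ1 CHO-K1 line; medium: assay buffer, equal DMSO in all wells; timing: 90 min dye loading and 20 min compound exposure, both at room temperature; technique: kinetic FluxOR thallium fluorescence, 10-s 1-Hz baseline, 110-s post-stimulus read; read-out basis: B score of baseline-normalized fluorescence ratio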
hERG protect – hERG (human) protection from proarrhythmic block; AID 1511; CHO-hERG, FluxOR thallium flux, dofetilide IC70 present; hit rate 0.51% among 310,000; activation (rescue from dofetilide block), less the hit threshold, % at 10 µM; Q12809;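 active means activation above the mean of controls blocked by dofetilide plus 5 SD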;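 further: thallium influx through hERG after potassium depolarization seen as dye fluorescence rise; in these data hits start at about 4.7%; inactives centre near -7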
ANO1 block – inhibitors of mouse TMEM16A calcium-activated chloride channel; HEK293 TMEM16A/YFP iodide influx fluorescence, ionomycin; normalized B-score (activity score, 25-100; higher = stronger inhibition) at 10 µM; hit rate 1.2% among 310,000; Q8BHY3;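 active means ratio plate-corrected score three or more library SD toward inhibition, starting fluorescence score within five deviations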;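 further: score derived from kinetic fluorescence span divided by baseline fluorescence per well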
TRPC4 agonist – TRPC4 (mouse) channel activation | Q9QUQ5 | HEK293 TRPC4beta/mu-opioid, Fluo4 calcium fluorescence; active compounds read high | B-score at 10 µM | hit rate 0.49% among 310,000;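 active means B-score above 5 SD of library B-scores, and initial fluorescence ratio not above library mean plus 5 SD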;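 further: positive B-score marks a calcium rise read as TRPC4 activation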
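Assay system – TRPC4beta and mu-opioid receptor HEK293 stable cells · Measured by – Fluo4 fluorescence, kinetic · Schedule – dye loading 45 min room temperature, 110 s kinetic read · Read-out – B-scored integrated calcium fluorescence ratio · Controls – buffer and maximal DAMGO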
KCNQ1 block – blocks the human KCNQ1 potassium channel | P51787 | CHO-K1 KCNQ1, FluxOR thallium flux fluorescence; active compounds read high | B-score at 10 µM | hit rate 1.3% among 310,000 | AID 2642;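 active means compounds whose thallium flux B-score, printed positive for inhibition, exceeds three library SD while starting fluorescence stays within three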;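 further: channel opened by potassium depolarization with thallium stimulus after 20 min compound exposure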
TRPC4 potent – allosterically enhances the mouse TRPC4 cation channel; B-score at 10 µM; HEK293 TRPC4beta/mu-opioid, DAMGO EC20, Fluo-4 Ca2+ flux; active compounds read high; Q9QUQ5; hit rate 0.42% among 310,000;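 active means B-score of calcium response area above 5 SD of library B-scores, with initial fluorescence ratio within 5 SD of library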;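 further: B-score of integrated fluorescence ratio over time as area under calcium response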
HDAC3 inh – blocks human histone deacetylase 3; recombinant HDAC3, fluorogenic peptide/trypsin coupled, fluorescence; inhibition, % at 8.3 µM; hit rate 0.15% among 320,000; AID 2718; O15379; in the data active means inhibition above about 26%, passing the limit was not always enough
Dyrk1A ADPGlo – Dyrk1A (rat) kinase inhibition; Q63470; ADP-Glo luminescence, NFATc1 peptide; inhibition, % at 12.5 µM; hit rate 0.43% among 310,000; in the data active means inhibition above about 50%;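 further: plate controls were vehicle with enzyme for no effect and no enzyme for full effect; many of its hits are not listed in these tables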
KCNK9 block – human KCNK9 channel inhibition. B-score at 10 µM. Q9NPC2. hit rate 1.2% among 310,000. HEK293 KCNK9, FluxOR thallium flux fluorescence; active compounds read low;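 active means ratio B-score over 3 SD below the library mean, with starting fluorescence within 5 SD of its mean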;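 further: negative B-score means less thallium flux so channel inhibition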
Target sequence (Q9NPC2 whole entry, looked up): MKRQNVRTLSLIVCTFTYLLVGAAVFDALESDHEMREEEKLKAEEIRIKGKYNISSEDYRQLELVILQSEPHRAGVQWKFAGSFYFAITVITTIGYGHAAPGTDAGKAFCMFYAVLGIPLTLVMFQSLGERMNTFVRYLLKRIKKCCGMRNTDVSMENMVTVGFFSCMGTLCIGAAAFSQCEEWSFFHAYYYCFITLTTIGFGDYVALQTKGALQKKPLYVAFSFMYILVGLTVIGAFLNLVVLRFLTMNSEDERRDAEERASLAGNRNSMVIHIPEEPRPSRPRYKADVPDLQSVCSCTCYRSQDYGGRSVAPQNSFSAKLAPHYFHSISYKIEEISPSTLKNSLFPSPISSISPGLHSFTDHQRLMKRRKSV
TMEM16A act – activates or potentiates the mouse TMEM16A chloride channel. Q8BHY3. HEK293 TMEM16A/YFP-H148Q/I152L, iodide quench fluorescence; active compounds read low. B-score at 10 µM. hit rate 0.3% among 340,000;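 active means fluorescence-ratio B-score plate-corrected deviation score at least 3 library SD below zero, with starting fluorescence score within 5 deviations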;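 further: channel opened by trigger with iodide after compound preincubation; score built on the fluorescence ratio of max minus min over baseline; more negative score means more quench and so TMEM16A activation or potentiation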
KCNK3 block – human KCNK3 channel inhibition, primary screen. hit rate 0.84% among 340,000. O14649. AID 602410. CHO-KCNK3 thallium flux, FluxOR fluorescence; active compounds read low. B-score at 10 µM;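 active means B-score under library mean minus 4 SD, starting fluorescence ratio at most library mean plus 5 SD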;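 further: more negative B-score means stronger inhibition of thallium flux through KCNK3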
Target sequence (O14649 whole entry, looked up): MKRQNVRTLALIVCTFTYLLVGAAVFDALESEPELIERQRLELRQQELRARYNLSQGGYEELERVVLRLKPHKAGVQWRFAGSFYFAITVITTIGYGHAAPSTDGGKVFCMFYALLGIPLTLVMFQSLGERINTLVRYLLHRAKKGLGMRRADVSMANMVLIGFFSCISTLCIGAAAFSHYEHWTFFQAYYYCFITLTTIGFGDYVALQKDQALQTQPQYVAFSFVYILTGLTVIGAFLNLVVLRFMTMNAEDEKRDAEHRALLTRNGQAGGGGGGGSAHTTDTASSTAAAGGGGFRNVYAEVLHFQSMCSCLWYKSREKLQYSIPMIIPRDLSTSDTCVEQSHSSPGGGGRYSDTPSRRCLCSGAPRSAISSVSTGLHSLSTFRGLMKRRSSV
* = called active by the depositor; i = inactive; · = not tested or not shown. This is a subset; rates above refer to the full screens.

SMILES	KCNQ1 pot	hERG protect	ANO1 block	TRPC4 agonist	KCNQ1 block	TRPC4 potent	HDAC3 inh	Dyrk1A ADPGlo	KCNK9 block	TMEM16A act	KCNK3 block
CCC1(C)Cc2ccccc2/C(=C/C(=O)N2CCCCC2)N1 (centres undefined)	i	-8	i	i	i	i	1	1	i	i	i
COc1ccc(-c2cc(C(=O)N(C)Cc3ccccc3F)c3ccccc3n2)cc1OC	i	-20	i	i	i	i	-3	4	i	i	i
Clc1ccc(Br)cc1-c1nc(-c2ccncc2)no1	i	-12	i	i	i	i	0	5	i	i	i
CCCCC(=O)Nc1cccc(-c2nc3ncccc3o2)c1	i	-23	i	i	i	i	-9	25	-11*	i	i
CCCCC(=O)Nc1cccc(C(=O)Nc2ccccc2C(=O)O)c1	i	-1	i	i	i	i	3	4	i	i	i
O=C(Nc1ccc(F)cc1)c1ccc(S(=O)(=O)N2CCOCC2)o1	i	-12	i	i	i	i	2	·	i	i	i
CCn1c(SCC(=O)NC2CCCC2)nc2c1c(=O)n(C)c(=O)n2C	i	-4	i	i	i	i	2	-3	i	i	i
O=C(/C=C/c1ccccc1)NNc1ccc(Cl)cc1	i	-11	i	i	i	i	3	-1	i	i	i
O=C(CSc1nnc(-c2ccccc2Cl)o1)N1CCOCC1	i	-4	i	i	i	i	-4	-2	i	i	i
COc1ccc(OC(=O)c2ccc(Cl)cc2)c(C(C)=O)c1	i	0	i	i	i	i	0	-2	i	i	i
COc1ccc(CN2CCNC(=O)C2CC(=O)NC2CCCC2)c(OC)c1 (centres undefined)	i	-10	i	i	i	i	-1	-1	i	i	i
CN(Cc1ccccc1)CC(O)COc1ccc(CNCc2cccnc2)cc1 (centres undefined)	i	-10	i	i	i	i	4	·	i	i	i
COc1ccc(Br)cc1CN(C)C(=O)CNC(=O)c1ccc2ccccc2c1	i	-10	i	i	i	i	15	3	i	i	i
COC(CN(C)C(=O)C1CCC(CNS(=O)(=O)c2ccc(C)cc2)CC1)OC (centres undefined)	i	-10	i	i	i	i	-3	6	i	i	i
COc1ccc(CNC(=O)/C=C/c2ccco2)cc1OC	i	-6	i	i	i	i	7	-4	i	i	i
Cn1nc(C(=O)NC2=NCCS2)ccc1=O	i	-9	i	i	i	i	-2	-6	i	i	i
CC1(C)Cc2c(sc3c2C(=O)N(c2ccccc2)C2=NCCN23)CS1	i	-1	i	i	i	i	-9	-7	i	i	i
COc1ccc(C)cc1NCc1ccc(OC)c(C)c1OC	i	-4	i	i	i	i	-2	4	i	i	i
Cc1ccc(C)c(C(=O)COC(=O)c2cc([N+](=O)[O-])ccc2N2CCOCC2)c1	i	-14	i	i	i	i	6	·	i	i	i
O=C(OCc1cccc2ccccc12)c1ccc2c(=O)[nH]c(CN3CCOCC3)nc2c1	i	-11	·	i	i	i	·	-2	i	i	i
COC(=O)CN1C(=O)[C@H]2[C@@H](c3ccc(C)o3)N3C(=O)CN(Cc4ccccc4)C(=O)[C@@]3(Cc3ccccc3)[C@H]2C1=O	i	-1	i	i	i	i	-9	-2	i	i	i
COc1ccc(CC(=O)Nc2ccc3c(c2)CCC3)cc1S(=O)(=O)N1CCOCC1	i	-10	i	i	i	i	-3	11	i	i	i
CCCCN1C(N)=NC[C@@H]1c1ccccc1	i	-1	i	i	i	i	-3	2	i	i	i
C=Cc1ccc(Cn2c(=O)n(C)c(=O)c3sccc32)cc1	i	-8	i	i	i	i	-8	6	i	i	i
O=C(Nc1ccc(CN2CCCCC2)cc1)c1cccc(F)c1	i	-15	i	i	i	i	2	-1	i	i	i
COc1cccc(C2CC(c3cccs3)=NN2C(=O)CSC2=NN3CCCC(=O)N=C3S2)c1OC (centres undefined)	i	-12	i	i	i	i	0	2	i	i	i
Oc1c(CN2CCCC(C(F)(F)F)C2)cc(Cl)c2ccccc12 (centres undefined)	i	-4	i	i	i	i	3	3	i	i	i
Nc1nonc1C(=O)OCC(=O)N1CCCCC1	i	-10	i	i	i	i	4	2	i	·	i
O=C(OCCN=C1NS(=O)(=O)c2ccccc21)c1ccccc1F	i	-5	i	i	i	i	-2	2	i	i	i
COc1ccccc1Nc1ncccc1C(=O)NCc1ccccc1	i	-9	i	i	i	i	2	0	i	i	i
O=[N+]([O-])c1ccc(S(=O)(=O)NCC(c2cccnc2)N2CCc3ccccc32)cc1 (centres undefined)	i	-16	i	i	i	i	2	-1	i	i	i
CCOc1ccc(CN2CCN(CC(O)Cn3c4ccccc4c4ccccc43)CC2)cc1 (centres undefined)	i	-18	i	i	i	i	2	·	i	i	i
Fc1ccc(Oc2ncccn2)c(F)c1	i	-3	i	i	i	i	-3	0	i	i	i
Cc1cc(C)n(-c2nncn2NC(=O)c2ccc(Cl)cc2O)n1	i	-5	i	i	i	i	-14	10	i	i	i
Cc1c(NS(=O)(=O)c2ccc(Br)cc2)c(=O)n(-c2ccccc2)n1C	i	-1	i	i	i	i	1	-2	i	i	i
CCOC(=O)C1CCCN(C(=O)c2cc3c(=O)n4ccccc4nc3s2)C1 (centres undefined)	i	-7	i	i	i	i	-9	4	i	i	i
O=C(CSc1ccsc1[N+](=O)[O-])N1CCCCC1	i	-10	i	i	i	i	-2	-5	i	i	i
O=C(NCCCCNC(=O)c1ccccn1)c1ccccn1	i	-15	i	i	i	i	2	-4	i	i	i
CS(=O)(=O)N1CCC(C(=O)NCCN2CCN(Cc3ccccc3)CC2)CC1	i	4	i	i	i	i	-4	4	i	i	i
CC(C)CC1(C(=O)NCc2ccccn2)C=CCN1C(=O)c1ccccc1 (centres undefined)	i	-5	i	i	i	i	4	-3	i	i	i
Cc1ccc(S(=O)(=O)N2CCC(C(=O)OCC(=O)N3CCCCC3C)CC2)cc1C (centres undefined)	i	-9	i	i	i	i	8	-9	i	i	i
Cc1ccc(Nc2c3c(nc4ncnn24)CC(C)CC3)cc1 (centres undefined)	i	-4	i	i	i	i	-9	-6	i	i	i
CC(=O)Nc1ccc(NC(=O)CSc2ccc(C)cc2)cc1	i	-2	i	i	i	i	-2	-2	i	i	i
O=C(O)c1ccc(S(=O)(=O)N2CCCC2)cc1	i	0	i	i	i	i	-2	1	i	i	i
O=C(Nc1ccccc1Cl)c1cnccn1	i	-3	i	i	i	i	6	-3	i	i	i
CCS(=O)(=O)N1CCC(C(=O)Nc2ccc3c(c2)CCC3)CC1	i	-2	i	i	i	i	6	0	i	i	i
CCOc1ccc(N(Cc2cc3ccc(C)cc3[nH]c2=O)C(=O)COC)cc1	i	-6	i	i	i	i	8	1	i	i	i
CCC(=O)c1ccc(OCc2ccc(C(=O)OC)cc2)cc1	i	-9	i	i	i	i	-1	3	i	i	i
CC(NCc1cc(Br)ccc1OCC(N)=O)C12CC3CC(CC(C3)C1)C2 (centres undefined)	i	-5	i	i	i	i	-2	·	i	i	i
O=C(Oc1ccccc1)N1CCCC1	i	-1	i	i	i	i	3	1	i	i	i

Taken from above:
Under HDAC3 inh, CC(=O)Nc1ccc(NC(=O)CSc2ccc(C)cc2)cc1 is entered as -2
Under Dyrk1A ADPGlo, CCS(=O)(=O)N1CCC(C(=O)Nc2ccc3c(c2)CCC3)CC1 is entered as 0

Compounds above that have an NH in an aromatic ring:
SMILES	KCNQ1 pot	hERG protect	ANO1 block	TRPC4 agonist	KCNQ1 block	TRPC4 potent	HDAC3 inh	Dyrk1A ADPGlo	KCNK9 block	TMEM16A act	KCNK3 block
O=C(OCc1cccc2ccccc12)c1ccc2c(=O)[nH]c(CN3CCOCC3)nc2c1	i	-11	·	i	i	i	·	-2	i	i	i
CCOc1ccc(N(Cc2cc3ccc(C)cc3[nH]c2=O)C(=O)COC)cc1	i	-6	i	i	i	i	8	1	i	i	i

Next compounds:
SMILES	KCNQ1 pot	hERG protect	ANO1 block	TRPC4 agonist	KCNQ1 block	TRPC4 potent	HDAC3 inh	Dyrk1A ADPGlo	KCNK9 block	TMEM16A act	KCNK3 block
Cc1ccnc(Nc2nc(-c3ccc(O)c(O)c3)cs2)c1	i	-30	25*	i	i	i	3	54*	i	i	i
COC(=O)C1=C(C)NC(=S)NC1c1sccc1C (centres undefined)	i	-4	i	i	i	i	1	-5	i	i	i
CCOC(=O)C1=NN(c2ccccc2)C2=NC(C)=C(C(=O)OC)C(c3cccs3)N12 (centres undefined)	i	-10	i	i	i	i	-6	0	i	i	i
Cc1nn(CC(=O)NCc2cccnc2)c(C)c1[N+](=O)[O-]	i	-9	i	i	i	i	-3	3	i	i	i
Cc1sc2nc3c4ccccc4c(NCc4ccco4)nn3c(=O)c2c1C	·	·	i	·	·	·	-17	3	·	i	i
CCOc1ccc(C2CC(=O)N(Nc3ccc([N+](=O)[O-])cc3[N+](=O)[O-])C2=O)cc1 (centres undefined)	i	1	i	i	i	i	4	-5	i	i	i
CC(C)CCNC(=O)CCCc1ccccc1	i	-3	i	i	i	i	9	-7	i	i	i
O=C(O)C(Cc1c[nH]c2ccccc12)N1C(=O)C2C3c4ccccc4C(c4ccccc43)[C@@H]2C1=O (some centres undefined)	i	-14	i	i	i	i	-2	-5	i	i	i
CSCCC(NC(C)=O)C(=O)OCC(=O)N(c1ccccc1)c1ccccc1 (centres undefined)	i	-9	i	i	i	i	-6	-2	i	i	i
CCOC(=O)N1CCC(Nc2c(NCCCN3CCN(CC)CC3)c(=O)c2=O)CC1	i	-10	i	i	i	i	2	-8	i	i	i
CC(=O)c1c(N2CCN(c3ccccn3)CC2)nc(=S)n(-c2ccccc2)c1C	i	-4	i	i	i	i	3	-9	i	i	i
N#Cc1c(SCC(N)=O)nsc1SCc1ccc(Cl)cc1	i	-3	i	i	i	i	1	-5	i	i	i
CC(=O)c1ccc2c(c1)Cc1cc(C(C)=O)ccc1-2	i	-9	i	i	i	i	-2	3	i	i	i
CCOC(=O)c1c(C)nn(-c2ccc(NC(=O)c3cccs3)cc2)c1C	i	-7	i	i	i	i	-2	-7	i	i	i
CCc1ccc[n+](-c2[nH]c(=O)sc2/C=N/N=C(\[O-])c2ccncc2)c1	i	-5	i	i	i	i	3	3	i	i	i
CC1CC(C)CN(S(=O)(=O)c2cc3c4c(c2)CCN4C(=O)CC3)C1 (centres undefined)	i	-6	i	i	i	i	-3	2	i	i	i
Cc1sc2nc(SC(C)C)nc(N)c2c1C	i	4	i	i	i	i	-13	-8	i	i	i
